MBNL1 CUG block: blocks human MBNL1 binding to CUG repeat RNA | Q9NR56 | TR-FRET MBNL1-His/biotin-(CUG)12 binding, 665/545 ratio | Potency, µM (titrated, usually from 57.5 µM), for inactives: at the top dose activity change, negative = inhibition, actives largely listed as inhibitors | 0.036% of 280,000 active; active = well fitted inhibition curve with a large enough effect in the signal ratio, with a control signal flat, not every such curve was filed as active; inconclusive = small, poorly fitted or top-dose-only effect, or effect the other way, or a change in a side signal; inactive = no such curve, though single readings can be large or run the other way; the % refers to the signal ratio; also: potency is read from the fitted curve at half-maximal effect; % is scaled to controls: 0 for no effect and ±100 for the full control effect
Target sequence (Q9NR56 whole entry, looked up): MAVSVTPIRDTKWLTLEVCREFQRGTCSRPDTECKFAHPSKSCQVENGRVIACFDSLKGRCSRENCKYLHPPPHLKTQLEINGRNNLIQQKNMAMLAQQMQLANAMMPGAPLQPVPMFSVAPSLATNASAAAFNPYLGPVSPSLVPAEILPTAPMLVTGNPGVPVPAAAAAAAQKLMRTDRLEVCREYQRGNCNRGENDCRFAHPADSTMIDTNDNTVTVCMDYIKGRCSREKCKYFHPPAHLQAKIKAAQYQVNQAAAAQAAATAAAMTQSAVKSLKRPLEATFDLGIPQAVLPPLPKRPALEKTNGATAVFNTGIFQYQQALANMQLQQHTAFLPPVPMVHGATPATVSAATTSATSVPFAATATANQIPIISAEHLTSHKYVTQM
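TR-FRET readout: Ex 340 nm, 665/545 nm emission ratio, normalized to buffer-only (basal) and MBNL1-(CUG)12 controls. Complex of MBNL1-His with Biotin-(CUG)12, compounds 92 nM–58 uM, incubated 60 min at room temperature.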
Eya2 inh: inhibitors of human Eya2 phosphatase activity; recombinant Eya2, OMFP fluorescence dephosphorylation (OMFP is methylfluorescein phosphate); Potency, µM (highest dose often 76.9 µM), for inactives: at the top dose activity, negative = inhibition, actives largely listed as inhibitors; 0.006% of 330,000 active; O00167; also: potency is read from the fitted curve at half-maximal effect; % is scaled to controls: 0 for no effect and ±100 for the full control effect
Target sequence (O00167 whole entry, looked up): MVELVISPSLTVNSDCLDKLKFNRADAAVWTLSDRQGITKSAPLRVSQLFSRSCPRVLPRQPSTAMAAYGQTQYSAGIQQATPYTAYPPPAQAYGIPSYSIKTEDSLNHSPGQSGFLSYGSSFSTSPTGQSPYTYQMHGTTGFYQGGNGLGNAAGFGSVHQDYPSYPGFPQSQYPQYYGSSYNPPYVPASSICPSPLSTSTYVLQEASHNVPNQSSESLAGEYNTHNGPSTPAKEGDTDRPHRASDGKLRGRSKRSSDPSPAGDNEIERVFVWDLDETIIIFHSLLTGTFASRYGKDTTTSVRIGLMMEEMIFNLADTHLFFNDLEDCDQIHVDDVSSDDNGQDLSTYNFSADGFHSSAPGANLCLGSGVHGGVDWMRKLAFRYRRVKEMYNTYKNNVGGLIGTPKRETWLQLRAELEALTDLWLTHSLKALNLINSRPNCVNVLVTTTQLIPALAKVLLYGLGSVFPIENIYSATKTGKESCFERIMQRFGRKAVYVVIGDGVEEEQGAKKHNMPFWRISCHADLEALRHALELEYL
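Eya2 (0.2 uM) preincubated 10 min at ambient with compound, then OMFP substrate added at 50 uM; 10 min reaction in 50 mM HEPES pH 7.5, 50 mM NaCl, 5 uM MgCl2, 0.05% BSA, 1 mM DTT. Fluorescence read at Ex 485/Em 525 nm.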
TSHR antagonist: antagonists of human thyroid stimulating hormone receptor. 0.2% of 330,000 active. TSHR-expressing cells, TSH-stimulated cAMP HTRF, 2 h; active compounds read low. P16473. activity change, negative = inhibition, % at 11.5 µM. AID 504810;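 active = activity change below a set negative limit, meaning inhibition stronger than a set level, cut at about -70% in these data; inconclusive = activity change between two set negative limits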; also: % is scaled to controls: 0 for no effect and ±100 for the full control effect
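TSHR-expressing cells, 200/well, pre-treated with compound, then stimulated with EC80 TSH (4nM final) for 2 hours at 37 deg C. cAMP measured by competitive HTRF: anti-cAMP cryptate antibody in lysis buffer plus cAMP-d2, read after 30 minutes at room temperature.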
GALK inh: inhibitors of human galactokinase. P51570. AID 1868. Purified GALK, Kinase-Glo residual ATP luminescence. 0.007% of 270,000 active. Potency, µM (highest dose often 57.5 µM), inactives show at the top dose activity change, negative = inhibition, actives largely listed as inhibitors; also: potency is read from the fitted curve at half-maximal effect; % is scaled to controls: 0 for no effect and ±100 for the full control effect
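Human GALK (5 nM) with 35 uM ATP and 100 uM galactose in 20 mM HEPES pH 8.0, 5 mM MgCl2, 60 mM NaCl, 1 mM DTT, 0.01% BSA. After 1 h at room temperature, leftover ATP was read by Kinase-Glo Plus luminescence.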
Menin-MLL TR inh: inhibitors of human menin-MLL interaction, mutant MLL peptide; O00255; Menin + Texas Red MLL mutant peptide, fluorescence polarization; Potency, µM (highest dose often 61.6 µM), for inactives: top-dose FP activity change, negative = inhibition, most hits filed as inhibitors; 0.23% of 270,000 active; AID 1768; active = well fitted inhibition curve with a large enough effect in the polarisation, with a control signal flat, not every such curve was filed as active; inconclusive = small, poorly fitted or top-dose-only effect, or effect the other way, or a change in a side signal; inactive = no such curve, though single readings can be large or run the other way; the % refers to the polarisation; also: potency is read from the fitted curve at half-maximal effect; % of control where 0% means no effect; many of its hits are not listed in these tables
ASM inhibitor: blocks human secretory acid sphingomyelinase; placental ASM, HMU-PC fluorogenic substrate, 60 min; 0.006% of 340,000 active; P17405; Potency, µM (titrated, usually from 57.5 µM), for the others: top-dose activity change, negative = inhibition, actives largely listed as inhibitors; also: potency is read from the fitted curve at half-maximal effect
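Fluorogenic HMU-PC substrate (9 uM final) is turned over by placental ASM in 60 min at 37 C after a 10 min compound preincubation. Reaction ended by alkaline stop (pH 10), with fluorescence read at 386/447 nm.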
BCR signal inh: blocks chronic active B-cell receptor signaling; 0.05% of 340,000 active; ABC-DLBCL IkBa-CBG/CBR reporter, luminescence ratio, 4 h; Potency, µM (doses to about 46.1 µM), for inactives: at the highest dose ratio change, negative = lower green/red ratio, hits mostly inhibitors; active = well fitted inhibition curve with a large enough effect in the signal ratio, with a control signal flat, not every such curve was filed as active; inconclusive = small, poorly fitted or top-dose-only effect, or effect the other way, or a change in a side signal; the % refers to the signal ratio;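 also: potency is read from the fitted curve at half-maximal effect; plate controls were basal doxycycline-induced cells for no effect and cells given 10 µM MG132 for full effect; MG132 reads +100%, hits lower the ratio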
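Cell line TMD8 (human ABC DLBCL), stably expressing tet-inducible CBG68-IkBa fusion and CBR; IMDM/0.5% FBS; cpd up to 46 uM; dox induction, 4 h, 37C/5% CO2; dual luminescence; green/red ratio; MG132 control.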
hERG WT inh: inhibitors of human wildtype KCNH2 potassium channel | U2OS, BacMam KCNH2, thallium flux FluxOr; active compounds read low | AID 720551 | 0.37% of 340,000 active | activity change, % at 1.84 µM;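 active = maximum activity change below -70%; inconclusive = maximum activity change between -70% and -50%; inactive = maximum activity change above -50%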; also: % is scaled to controls: 0 for no effect and ±100 for the full control effect
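U2OS cells transduced with wild-type KCNH2 virus are loaded with FluxOr dye for 45 min, and thallium flux is measured in kinetic reads before and after stimulation buffer. Rate constants are normalized to DMSO controls.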
Mito fusion act: inhibitors of mitochondrial division or activators of mitochondrial fusion. S. cerevisiae fusion-defective mutant growth rescue, CellTiterGlo 48 h. 0.23% of 320,000 active. Potency, µM (doses to about 46.1 µM), inactives show at the top dose growth rescue (activation), actives largely listed as activators. AID 485298;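 also: potency is read from the fitted curve at half-maximal effect; % of control where 0% means no effect; nearly all actives have a fitted effect of over 45% in size; temperature-sensitive fusion mutants such as fzo1-1 at 37 °C on non-fermentable ethanol glycerol medium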
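Compounds are tested for their ability to restore growth of mitochondrial fusion-defective yeast strains at non-permissive 37C in YPEG medium over 48 hours. Viability is quantified by luciferase luminescence.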
USP2a block: inhibitors of human ubiquitin-specific protease USP2a. O75604. USP2 core, Ub-CHOP2 coupled fluorogenic reporter, 485/531. Potency, µM (titrated, usually from 38.3 µM), without a hit: at the top dose activity change, negative = inhibition, usual class: inhibitors. 0.01% of 330,000 active;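 also: potency is read from the fitted curve at half-maximal effect; plate controls were DMSO wells for no effect and full inhibition by NEM control for full effect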
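USP2 core (10nM final) preincubated 30min RT with compound in 20mM Tris-HCl pH 8.0, 2mM CaCl2, 2mM beta-mercaptoethanol, 0.05% CHAPS; 25nM Ub-CHOP2 plus 25nM reporter substrate added, fluorescence (Ex485/Em531) read after 60min.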
PKM2 activator: activators of human pyruvate kinase M2; Potency, µM (doses to about 57.5 µM), for inactives: top-dose activation, hits mostly activators; P14618; AID 1631; purified PKM2, Kinase-Glo ATP luminescence, activation; response scale: 0% is enzyme alone, no compound; 0.34% of 260,000 active; also: potency is read from the fitted curve at half-maximal effect; % is scaled to controls: 0 for no effect and ±100 for the full control effect; nearly all actives have a fitted effect of over 55% in size
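Kinase-Glo luminescence reports ATP generated from ADP (0.1 mM) and PEP (0.5 mM) by purified hPK-M2 after 1 h at room temperature, pH 7.2 imidazole buffer; intermediate enzyme activity allows detecting inhibitors and activators.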
Starred values were filed as active, the others as inactive; ? = inconclusive; · = not tested or not shown; [ ] = dose if it differs, or a comment. Unless noted, calls follow the shape of the dose curve; as a rule, active = well fitted curve in the direction sought with a large enough effect; inconclusive = small, poorly fitted or top-dose-only effect, or another doubt; inactive = no such curve, though single readings can be large; an effect the other way counts as inactive or inconclusive.

SMILES	MBNL1 CUG block	Eya2 inh	TSHR antagonist	GALK inh	Menin-MLL TR inh	ASM inhibitor	BCR signal inh	hERG WT inh	Mito fusion act	USP2a block	PKM2 activator
CCC(CC)C(=O)Nc1nnc(S(=O)(=O)N2CCCc3ccccc32)s1	-1%	2%	-25	·	25%	2%	7%	-5	-1%	0%	-7%
O=C(NCc1cccc(Cl)c1)c1ccncc1	2%	2%	-5	-6%	·	4%	-1%	11	2%	3%	1%
O=C(Nc1ccccc1OC(F)F)c1ccc(Br)o1	-5%	-31%	-2	0%	4%	0%	?	-19	0%	3%	6%
COc1ccc(NC(=O)Cn2nnc(C(=O)NCc3cccs3)c2N)cc1OC	-10%	-8%	13	7%	14%	0%	0%	-8	2%	-5%	5%[0.46 µM]
Cn1cccc1/C=N/NC(=O)C(O)c1ccccc1 (configuration not stated)	?	1%	20	-3%	·	2%	?	0	-5%	-1%	-5%
CC(C)OC(=O)c1cc(C(=O)c2cc(F)ccc2O)coc1=N	5%	6%	47	0%	4%	157%[activator]	?	0	-3%	1%	4%
COc1ccc(C(C(=O)NC2CCCC2)N(C(=O)c2ccoc2C)c2ccccc2)cc1 (configuration not stated)	·	-20%	20	0%	-5%	-4%	-13%	·	10%	0%	0%
CCCCC1=CC2=CC(=O)C(C)(OC(=O)CC)C(=O)C2=CN1CCc1ccccn1 (configuration not stated)	17%	-4%	-7	-1%	-10%[11.7 µM]	144%[activator]	-5%	4	-19%	13%	-5%[11.5 µM]
Cc1nn(C(C)(C)C)c(OC(=O)C2CCCC2)c1S(=O)(=O)c1ccccc1	-5%	16%	1	1%	2%	-4%	0%	3	-5%	4%	-1%
O=C1/C(=C/c2ccc(N3CCOCC3)o2)SC(=Nc2ccccc2)N1CCc1c[nH]c2ccccc12	-13%	-14%	-21	-2%	?	-20%	?	-28	-14%	-10%	?
Oc1ccc(/C=C/c2cnccn2)cc1	?	4%	7	8%	10%	9%	?	-7	-7%	-7%	-9%
O=C(O)CNS(=O)(=O)c1ccc2c(c1)Cc1cc(S(=O)(=O)NCC(=O)O)ccc1-2	-3%	21%	34	-7%	13%	12%	3%	-4	-1%	5%	0%
Nc1ccc(NC(=O)NC2CCCCC2)cc1[N+](=O)[O-]	?	-11%	10	7%	?	0%	0%	-4	3%	0%	-14%
CC(C)Cn1c(N)c(C(=O)COC(=O)C2CCCCC2)c(=O)n(C)c1=O	7%	0%	-27	2%	-3%	-1%	0%	6	-5%	3%	-3%
Cn1nc(C(=O)Nc2cccc(C(=O)NC3CC3)c2)c2ccccc2c1=O	·	1%	3	·	·	-2%	-2%	-2	-1%	2%	·
O=C1CC(SC(=Nc2ccccc2)Nc2ccccc2)C(=O)N1c1cccc(Cl)c1 (configuration not stated)	-5%	-9%	9	-3%	?	?	3%	4	8%	2%	-5%
CCN(CC)CCCN1C(=O)C(=O)/C(=C(/O)c2ccc3c(c2)CC(C)O3)C1c1ccncc1 (configuration not stated)	7%	17%	13	6%	-3%	·	0%	·	3%	2%	-3%
CCCc1c(C(=O)Nc2cc(C(C)(C)C)on2)cnn1-c1ccccc1	1%	2%	-8	·	·	0%	4%	1	0%	0%	16%
COc1ccc(-c2nnc3n2N=C(c2cccc(Br)c2)CS3)cc1OC	2%	0%	19	4%	-1%	·	-1%	·	2%	0%	-5%
CC(Sc1nnc(CC(C)c2ccccc2)n1N)C(N)=O (configuration not stated)	-7%	-13%	11	-1%	-29%	2%	?	3	15%	1%	·
Cc1cc(C)c(S(N)(=O)=O)c(C)c1-n1cnnn1	-1%	-5%	0	0%	10%	-2%	-5%	-8	1%	0%	0%
CCc1cc(=O)oc2c(C)c(OCC(=O)N3CCC(C(=O)O)CC3)ccc12	2%	-18%	3	·	-12%	4%	?	-2	-1%	0%	11%
CCOc1ccc(C(=O)N(Cc2ccc(N(C)C)cc2)C2CCS(=O)(=O)C2)cc1 (configuration not stated)	-7%	-14%	-2	-2%	-7%	-3%	4%	10	-5%	2%	3%
O=S(=O)(c1ccccc1)c1cnc(-c2cccnc2)nc1-c1ccccc1	-3%	1%	7	0%	-23%	5%	4%	-15	4%	0%	-8%
CC(=O)c1ccc(NC(=O)COC(=O)c2nc(Cl)ccc2Cl)cc1	-1%	9%	-1	-3%	8%	0%	4%	-8	-8%	11%	2%
SMILES	MBNL1 CUG block	Eya2 inh	TSHR antagonist	GALK inh	Menin-MLL TR inh	ASM inhibitor	BCR signal inh	hERG WT inh	Mito fusion act	USP2a block	PKM2 activator
Cc1snc(S(=O)(=O)/C(C#N)=N/Nc2ccc(C(F)(F)F)cc2)c1C#N	6%	-15%	-21	?	?	?	18%	-10	0%	-1%	7%
CCOc1ccc(OCc2ccc(C(=O)N3CCOCC3)cc2)cc1	3%	-5%	-11	-2%	1%	-2%	?	-5	1%	-2%	3%
COc1ccc(Cc2nnc(NC(=O)CSc3ccc(Cl)cc3)s2)cc1OC	-7%	-10%	-9	1%	29%	·	5%	·	-25%	3%	14%
COc1ccccc1C(=O)Nc1ccc2nc(SCC(=O)N(C)C)sc2c1	-1%[11.5 µM]	-7%	4	·	6%	1%	?	8	-25%	2%	1%
COc1cc(C(C)=O)ccc1OCC(=O)Nc1cc(C)on1	·	8%	7	·	·	3%	0%	1	·	-10%	·
CCOc1ccc(NC(=O)CN2C(=O)NC(CCSC)C2=O)cc1 (configuration not stated)	-4%	0%	-1	10%	7%	3%	-6%	-3	4%	-1%	0%
CC1=C(c2ccccc2)[N+](=O)C2(CCCC2)N1[O-]	-17%	11%[15.4 µM]	-10	3%	2%	5%	1%	-6	3%	1%	-31%
CCc1noc(C)c1C(=O)Nc1nc2ccc(OC)cc2s1	·	-8%	-5	·	·	-3%	?	-6	13%	-2%	·
CCCCCOc1ccc(C(=O)OCC(=O)Nc2cc(C)c(C)cc2[N+](=O)[O-])cc1	-12%	3%	13	1%	-14%	-8%	2%	-5	-1%	3%	-3%
O=C(NCc1ccc(F)cc1)c1cc2ccccn2n1	-8%	-4%	-5	-3%	-5%	-3%	?	2	0%	1%	-1%
COc1cc2c(cc1OC)CN(c1nc(-c3cccnc3)nc3ccccc13)CC2	14%	?	-8	2%	23%	-3%	?	10	-5%	-5%	0%
CC1=C(C(=O)OCc2ccccc2)C(c2ccccc2)NC(=O)N1CCCC(=O)O (configuration not stated)	-11%	16%	1	·	0%	6%	8%	-4	0%	0%	-23%
O=C(Nc1nnc(Cc2ccc(Cl)cc2)s1)c1ccncc1	-5%	-17%	19	-1%	·	5%	?	12	4%	12%	-3%
O=C(O)c1ccccc1Nc1ccc([N+](=O)[O-])cc1C(=O)O	?	-2%	-7	0%	·	-5%	3%	2	3%	4%	1%
O=C(Nc1ccc(Br)cc1)c1ccc2c(c1)OCO2	-4%	-1%	0	-3%	?	-1%	?	5	6%	-1%	-9%
O=C1C(=O)N(Cc2cccnc2)C(c2cccc([N+](=O)[O-])c2)/C1=C(/O)c1ccc2c(c1)OCO2 (configuration not stated)	?	-12%	30	-6%	·	-3%	1%	-3	1%	3%	1%
COc1ccccc1/C=C/C(=O)OCC(=O)c1cc(C)n(C)c1C	·	7%	-23	·	·	0%	?	2	-2%	1%	·
O=C(CSc1ccc(-c2ccco2)nn1)c1ccccc1	31%[activator]	5%	-4	0%	3%	-1%	?	0	1%	3%	?
O=C(NCc1nc(-c2ccccc2)no1)Nc1ccc(F)cc1	-1%	-14%	7	-1%	3%	-2%	-1%	1	9%	3%	1%
COc1cccc(C(C(=O)NCc2ccco2)N(Cc2ccco2)C(=O)Cn2nnc3ccccc32)c1 (configuration not stated)	-15%	0%	18	1%	0%	-5%	1%	-2	13%	0%	-19%
CN(Cc1nc(-c2cccnc2)no1)S(=O)(=O)c1ccc2ccccc2c1	-7%	1%	-19	0%	9%	-1%	0%	15	5%	-1%	1%
O=C(Nc1ccc(Br)cc1F)c1cccnc1	2%	5%	5	-1%	-6%	1%	7%	0	-3%	1%	3%
CC(O)CCc1ccc(O)cc1 (configuration not stated)	-2%	-4%	3	14%	-2%	2%	-13%	-30	-2%	4%	5%

Some of the compounds tested; the hit share may differ from the screen's.
